Assay outcomes from PubChem BioAssay.
Akt phos inh = HTS Assay for Inhibitors of Akt Phophorylation: Primary Screen | Neuro2A IGF-stimulated pAkt S473 HTRF, 20 min; hits give low values | activity change, % for hits at 50 µM | 0.32% of 360,000 active; in the data active = activity change below about -80%; inconclusive = mostly about -51% to -80%; also: % is scaled to controls: 0 for no effect and ±100 for the full control effect
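Neuro2A cells (4,500/well, DMEM with 0.5% FBS) were treated with compound at a single 50 µM final concentration, stimulated with 6 nM IGF for 20 min at 37 °C, and lysed. Phospho-Akt Ser473 was read by HTRF as 665/615 ratio ×10^4.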
TGFb SMAD3 inh = qHTS for Inhibitors of TGF-b; HepG2 CAGA-GFP TGF-b/SMAD3 reporter, GFP fluorescence, 18 h; TGF-beta stimulated, 500 pg/mL final; Potency, µM (series often up to 46.1 µM), inactives show at the highest dose activity, negative = inhibition, hits mostly inhibitors; 1.2% of 410,000 active; also: potency is read from the fitted curve at half-maximal effect; % is scaled to controls: 0 for no effect and ±100 for the full control effect; nearly all actives have a fitted effect of over 65% in size
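HEPG2 CAGA-GFP, 1000 cells/well; 2 h settle, 37 C; cpd via pin tool; TGF-b 500 pg/mL final; 18 h, 37 C; GFP imaging ex488/em500-530; %Activity normalised to -TGF-b and +DMSO controls; CRC fit, curve class.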
S2 tox = Viability Counterscreen for Primary qHTS for Inhibitors of ATXN expression | S2 cells (HEK-293 line with an ATXN2-luciferase reporter) viability, CellTiter-Fluor protease fluorescence, 24 h | AID 651635, 2014 | 0.49% of 400,000 active | Potency, µM (doses to about 56.7 µM), actives largely listed as cytotoxic; also: potency is read from the fitted curve at half-maximal effect; nearly all actives have a fitted effect of over 40% in size
Nrf2 activator = qHTS of Nrf2 Activators; AREc32 ARE-luciferase reporter (MCF7-derived line), luminescence, 24 h; Potency, µM (top dose mostly 46.1 µM), for inactives: at the highest dose activation, actives largely listed as activators; 0.31% of 410,000 active; AID 624171, 2012; also: potency is read from the fitted curve at half-maximal effect; % of control where 0% means no effect; nearly all actives have a fitted effect of over 65% in size
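ARE activation measured as luciferase luminescence (Steady-Glo, 30 min RT) in AREc32_Fluc cells after 24 hr compound exposure at 37 deg C, 5% CO2; cells seeded overnight at 1000/well in OPTI-MEM, 5% FBS.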
HepG2 viability = qHTS for Inhibitors of TGF-b: Cytotox Counterscreen; HepG2 CAGA-GFP viability, ATP luminescence, 18 h; Potency, µM (top dose mostly 46.1 µM), for inactives: top-dose activity change, negative = cytotoxicity, hits mostly cytotoxic; 0.76% of 410,000 active; AID 588856, 2011; also: potency is read from the fitted curve at half-maximal effect; some results filed as inactive show a strong effect at the top dose
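HepG2 CAGA-GFP cells (1000/well, DMEM with 1% FBS) received compound, then TGF-beta at 500 pg/mL final, and were incubated 18 hours at 37 degrees C. Viability was read by CellTiter-Glo luminescence. Media-only wells were set as complete cell-killing and DMSO as no toxicity.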
A549 tox = Nrf2 qHTS screen for inhibitors: counterscreen for cytotoxicity | A549 ARE-Fluc cells, CellTiter-Fluor viability, 18-24 h | Potency, µM (titrated, usually from 46 µM), for inactives: at the top dose activity change, negative = cytotoxicity, usual class: inhibitors | 0.16% of 390,000 active | AID 504648, 2011; also: potency is read from the fitted curve at half-maximal effect; % is scaled to controls: 0 for no effect and ±100 for the full control effect
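A549 ARE-Fluc cells in 5% FBS OPTI-MEM, 5000 cells/well, rested 2 h then exposed to compounds in concentration-response for 18-24 h at 37 °C. Viability by CellTiter-Fluor fluorescence (Ex 405/Em 525) after 30 min; luciferase luminescence (BugLite, 15 min, RT) read afterwards.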
Mm-Cpn inhibitor = Inhibitors of TCP-1 ring complex (TRiC) of Methanococcus maripaludis (MmCpn): qHTS | Chaperonin Mm-Cpn (Methanococcus maripaludis) | purified Mm-Cpn ATPase, ADP Transcreener TR-FRET | Potency, µM (highest dose often 76.9 µM), for inactives: at the highest dose activity, negative = inhibition, actives largely listed as inhibitors | 0.031% of 330,000 active | AID 504842, 2011; also: potency is read from the fitted curve at half-maximal effect; % is scaled to controls: 0 for no effect and ±100 for the full control effect; nearly all actives have a fitted effect of over 80% in size
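ATPase read-out: TR-FRET ADP immunoassay (anti-ADP Eu cryptate vs ADP-d2), ex 320 nm, em 590/665 nm; signal drops as ADP forms. Enzyme 25 nM, ATP 10 uM, 30 min at 37°C after 10 min compound preincubation.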
CCT modulator = High-Throughput Screening for Modulators of Cytosolic Chaperonin Activity. activity change, % (no concentration beside the values), hits read low. purified chaperonin ATPase assay, HTRF ADP detection, 30 min. 0.3% of 360,000 active; in the data active = activity change below about -30%; also: % is scaled to controls: 0 for no effect and ±100 for the full control effect
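TRiC at 40 or 20 nM final (batch-dependent) in 30 mM Tris pH 7.4, 100 mM KCl, 5 mM MgCl2, 1 mM DTT, with compound at single 76 uM and 10 uM ATP, 30 min at 37 deg C. ADP detected by HTRF Transcreener, 665/615 ratio.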
Nrf2 block = Nrf2 qHTS screen for inhibitors; A549 ARE-Fluc reporter, luciferase luminescence, 18-24 h; Potency, µM (series often up to 46 µM), without a hit: at the top dose activity change, negative = inhibition, actives largely listed as inhibitors; 2.1% of 360,000 active; also: potency is read from the fitted curve at half-maximal effect; % is scaled to controls: 0 for no effect and ±100 for the full control effect; nearly all actives have a fitted effect of over 60% in size
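Reporter: ARE-Fluc in A549. Exposure: 18-24 h, 37 °C, 5% CO2, 5% FBS OPTI-MEM. Readouts: fluorescent cytotoxicity (CellTiter-Fluor), then luminescent Nrf2 signal after BugLite.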
Starred values were filed as active, the others as inactive; i = inactive; ? = inconclusive; . = not tested or not shown; & = joins results of further samples; [ ] = another dose, or the depositor's remark. Unless noted, calls follow the shape of the dose curve; as a rule, active = well fitted curve in the direction sought with a large enough effect; inconclusive = small, poorly fitted or top-dose-only effect, or another doubt; inactive = no such curve, though single readings can be large; an effect the other way counts as inactive or inconclusive. This is a random part of the collection. About 4.4% of those tested had a hit in this group.

SMILES	Akt phos inh	TGFb SMAD3 inh	S2 tox	Nrf2 activator	HepG2 viability	A549 tox	Mm-Cpn inhibitor	CCT modulator	Nrf2 block
O=C(Cc1c(F)cccc1Cl)NNC(=O)c1ccccc1Cl	i	-1%	i	-0.6%	4%	0%	-1%	0.0	6%
COc1cccc(N2CCN(C(=O)c3ccc4c(Cl)c5c(nc4c3)CCCC5)CC2)c1	.	11µM*	?	0.1%	-48%	-1%	.	.	-11%
Cc1cc(-c2[nH]nc3c2C(c2cccc(O)c2)C(C#N)=C(N)O3)c(C)s1 (centres undefined)	.	-15%	i	2.3%	-8%	10%	2%	-0.4	.
Cc1sc2ncnc(N(C)C3CCCCC3)c2c1C	i	?	i	3.2%	-39%	8%	-4%	-0.5	4%
CCN(CC)CCC(c1ccc(N(C)C)cc1)c1c(O)cc(OC)cc1OC (centres undefined)	i	4%&7%	?	0.9%	-11%&-1%	-1%&-4%	-3%	-0.5	17%&10%
CC(=O)N1CCc2c(sc3c2c(=O)n(CCc2ccccc2)c(=O)n3Cc2ccc(F)cc2)C1	.	11µM*	?	-0.2%	-63%	-29%	.	.	?
CN(c1ccc(C(=O)Nc2cccnc2)cc1)S(=O)(=O)c1ccccc1	i	1%	?	0.5%	-1%	3%	1%	-3.5	-23%
CCOc1cc(CN2CCCC(CNC(=O)c3ccc(F)cc3)C2)ccc1OC (centres undefined)	i	-8%	i	0.3%	-4%	3%	2%	1.4	3%
CCOc1cc(C(=O)NCC(=O)N2CCC3(CC2)NCCc2[nH]cnc23)cc(OCC)c1OCC	i	7%	i	0.1%	1%	-9%	-1%	-1.6	0%
CSc1ccccc1C(=O)N1CCOCC1	i	5%	i	-1.1%	-15%	4%	2%	-4.7	14%

Entries of single compounds, looked up by structure. Order of values: Akt phos inh	TGFb SMAD3 inh	S2 tox	Nrf2 activator	HepG2 viability	A549 tox	Mm-Cpn inhibitor	CCT modulator	Nrf2 block
Cc1sc2ncnc(N(C)C3CCCCC3)c2c1C is listed with i	?	i	3.2%	-39%	8%	-4%	-0.5	4%
CCOc1cc(C(=O)NCC(=O)N2CCC3(CC2)NCCc2[nH]cnc23)cc(OCC)c1OCC is listed with i	7%	i	0.1%	1%	-9%	-1%	-1.6	0%

Remaining list, next part:
SMILES	Akt phos inh	TGFb SMAD3 inh	S2 tox	Nrf2 activator	HepG2 viability	A549 tox	Mm-Cpn inhibitor	CCT modulator	Nrf2 block
CN(C)c1ccc(NC(=O)CN2CCC(N3CCCCC3)CC2)cc1	i	3%	i	-0.6%	5%	2%	-1%	2.2	-8%
COc1ccc(S(=O)(=O)N2CCC(C(=O)N3CCOCC3)CC2)cc1	i	31%[activator]	i	-0.6%	10%	2%	1%	0.2	12%
Cc1ccc(CSC2=NCCN2C(=O)C(C)Oc2ccccc2)cc1 (centres undefined)	i	-7%	i	-0.5%	13%	5%	-2%	-0.5	10%
COc1ccc(OC)c(-c2csc(N(CC3CCCO3)C(=O)Cc3ccccc3)n2)c1 (centres undefined)	i	-8%	i	0.0%	3%	1%	-2%	-0.9	?
CCOC(=O)/C(C#N)=C/Nc1cc(C(=O)OCC)cc2c(OC)c(OC)ccc12	i	-4%	i	-0.9%	-4%	0%	-1%	2.6	1%
O=C(Nc1ccc(O)c2c(=O)cc(-c3ccccc3Cl)oc12)c1ccc(Cl)c(Cl)c1	i	5%&-8%	i	0.3%	21%&-26%	-4%&1%	1%	0.7	12%&-8%
C[C@]12c3[nH]c4ccccc4c3CCN1C(=O)C(CC(=O)NCCc1ccccn1)C[C@@H]2C(=O)N1CCCCC1 (some centres undefined)	i	-12%	i	0.3%	5%	1%	-1%	-0.9	9%
COc1ccc(-c2ccc3c(c2)S(=O)(=O)c2cccc(C(=O)O)c2C3=O)cc1OC	i	-6%	i	-2.2%	-3%	-12%	2%	-2.1	-17%
CC(C)CC(=O)NCc1ccc(F)cc1	i	1%	i	-0.1%	-10%	-7%	1%	-0.1	-5%
Cc1ncc([N+](=O)[O-])n1CCOC(=O)NC(NCc1ccccc1Cl)C(Cl)(Cl)Cl (centres undefined)	i	?	i	0.3%	3%	13%	4%	0.0	4%
O=C(c1cccs1)c1coc2ccc(O)c(CN3CCOCC3)c12	i	-12%	i	2.8%	-9%	4%	0%	-0.7	-16%
COc1cccc(OCC(O)CN2CCN(C(c3ccccc3)c3ccccc3)CC2)c1 (centres undefined)	i	?	i	4.4%	-77%	-12%	.	-3.0	17%
Cc1ccnc2nc(C(=O)OCC(=O)c3ccc(Cl)cc3)nn12	i	-3%	i	-0.5%	0%	-1%	-1%	-1.5	9%
N#Cc1ccccc1NC(=O)Nc1ccc(Cl)cc1	i	9%	i	0.3%	-8%	2%	-1%	-0.7	-2%
CS(=O)(=O)N(CC(=O)N1CCN(Cc2ccccc2)CC1)c1ccccc1F	i	-5%	i	-0.3%	0%	0%	-4%	-0.8	?
CN(Cc1ccccc1)S(=O)(=O)c1ccc2[nH]c(=O)oc2c1	i	-1%	i	-0.5%	-3%	-4%	1%	-0.3	-16%
C=CCN(C(=O)c1ccccc1)C1CCS(=O)(=O)C1 (centres undefined)	i	8%	i	-0.7%	-8%	-8%	-2%	-1.6	2%
CC(C)C(=O)N1CCC1(C)C(=O)NCc1ccc(C(C)(C)C)cc1 (centres undefined)	i	-8%	i	-0.6%	-2%	.	.	0.9	.
CC(C)c1nc(SCC(=O)N2CC(=O)Nc3ccccc32)c2ccccc2n1	i	-26%	i	12%	-1%	-12%	-4%	-0.2	?
CCOC1=C2[C@H](c3ccc(CC)cc3)N(S(=O)(=O)c3ccc(C)cc3)C[C@H]2n2c(=O)n(-c3ccccc3)c(=O)n2C1	i	-14%	i	-0.1%	-15%	.	.	0.2	.
CCOC(=O)C1CCN(C(=O)c2cc3c(=O)n4ccccc4nc3n2C)CC1	i	-1%	.	0.6%	-34%	14%	-7%	1.9	1%
COc1ccc([N+](=O)[O-])cc1N(CC(O)CN1CCCCC1)S(=O)(=O)c1ccc(C)cc1 (centres undefined)	i	-15%	i	0.4%	-26%	0%	-5%	0.9	2%
COc1ccc(C(=O)Nc2cc3c4c(c2)C(C)C(=O)N4CCC3)cc1OC (centres undefined)	i	0%	i	4.1%	-3%	-13%	-2%	-2.9	-25%
CSc1ccc(CN2C(=O)NC3(CCCCC3)C2=O)cc1	i	-5%	i	-0.3%	-36%	10%	1%	-1.5	-29%
CN(Cc1ccccc1)c1nc2c(c(=O)[nH]c(=O)n2C)n1CCCSc1ncccn1	i	8%	i	0.4%	-12%	4%	0%	-0.7	-22%
COc1cc(NC(=O)C2CCN(S(=O)(=O)c3ccc4c(c3)CC(C)N4C(C)=O)CC2)cc(OC)c1OC (centres undefined)	i	6%	i	0.1%	10%	0%	6%	0.1	-21%
COc1ccc([C@@H]2CC=C(C(=O)O)[C@H](c3ccccc3)N2S(=O)(=O)c2ccccc2C)cc1	i	3%	i	0.2%	-5%	-11%	-1%	-49*	-19%
CSCC[C@H](NC(=O)OC(C)(C)C)c1nnc(SCc2ccccc2)o1	i	35%[activator]	i	0.2%	-13%	-1%	0%	-1.3	.
CCOc1cccc(-c2cc(N3CCN(CCO)CC3)n3nccc3n2)c1	i	26%	i	0.2%	-3%	.	.	1.2	.
CCN1CCCC1CNC(=O)C(=O)NC1CC1 (centres undefined)	i	-7%	i	0.1%	14%	-3%	-2%	0.1	3%
COc1cccc(OCc2nnc3n2N=C(c2ccccc2)C(CC(=O)O)S3)c1 (centres undefined)	i	-1%	i	0.0%	-48%	0%	-4%	-1.7	-1%
CC1CCN(CC(=O)N2CCN(c3ccccc3)CC2)CC1	i	0%	i	0.2%[9.22 µM]	2%	-6%	-3%	1.7	-1%
CCN(CC)C(=O)Cn1cc(C(=O)C(=O)NCc2cccnc2)c2ccccc21	i	12%	i	-1.9%	18%	-2%	0%	-0.4	6%
COc1ccc(C(=O)CSc2nc(C)cc(C)c2C(=O)Nc2ccccc2C)cc1	.	-28%	i	11%	-2%	-8%	.	.	-19%
COc1cccc(CNC(=O)C(C)n2ncn3cccc3c2=O)c1OC (centres undefined)	.	27%	i	-0.7%	-1%	-2%	.	.	-23%
Nc1cccc(OCCCCCOc2cccc(N)c2)c1	i	-11%	i	7.3%	-33%	.	.	0.3	.
O=C(CN1CCC(NC(=O)Nc2ccc(F)cc2)CC1)Nc1ccccc1[N+](=O)[O-]	i	-22%	i	13%	-9%	-9%	-2%	0.8	-26%
Cc1nc(SCc2ccc([N+](=O)[O-])cc2)n[nH]1	i	-2%	i	-0.4%	5%	0%	-1%	-1.3	8%
COC(=O)c1cc(OC)c(OC)cc1NC(=O)CSc1ccc(C)cc1	i	-2%	i	0.1%	-29%	-5%	0%	-1.6	-3%
CSc1nnc2sc3cc(C)ccc3n12	i	-1%	i	?	3%	.	.	-4.2	.
COc1ccc(S(=O)(=O)CC(=O)Nc2ccccc2Cl)cc1	i	7%	i	-0.5%	-3%	2%	5%	0.3	-21%
Cn1cnnc1SCC(=O)c1cccc([N+](=O)[O-])c1	i	-15%	i	1.7%	0%	11%	1%	-1.5	-6%
CN=c1scc(-c2ccc(F)cc2)n1/N=C/c1ccc(O)c(O)c1	i	?	?	18%	-6%	-16%	-2%	0.2	21µM*
CC(=C1C(=O)c2ccccc2C1=O)N1CCc2ccccc2C1	i	28%	i	5.8%	5%	-5%	-2%	-0.6	9%
